Screens as filed in PubChem BioAssay.
FLuc inh counter: firefly luciferase enzyme inhibitors, primary screen, artefact control for luciferase-based inhibitor screens, biochemical, luminescence, ATPLite. actives 1.5% (n = 200,000). AID 1006, 2008. 10 min. inhibition, % at 10 µM. Luciferin 4-monooxygenase (Photinus pyralis), P08659;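 active = inhibition above about 50% when tested at 10 µM, limit read from the data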
Target sequence (P08659 whole entry, looked up): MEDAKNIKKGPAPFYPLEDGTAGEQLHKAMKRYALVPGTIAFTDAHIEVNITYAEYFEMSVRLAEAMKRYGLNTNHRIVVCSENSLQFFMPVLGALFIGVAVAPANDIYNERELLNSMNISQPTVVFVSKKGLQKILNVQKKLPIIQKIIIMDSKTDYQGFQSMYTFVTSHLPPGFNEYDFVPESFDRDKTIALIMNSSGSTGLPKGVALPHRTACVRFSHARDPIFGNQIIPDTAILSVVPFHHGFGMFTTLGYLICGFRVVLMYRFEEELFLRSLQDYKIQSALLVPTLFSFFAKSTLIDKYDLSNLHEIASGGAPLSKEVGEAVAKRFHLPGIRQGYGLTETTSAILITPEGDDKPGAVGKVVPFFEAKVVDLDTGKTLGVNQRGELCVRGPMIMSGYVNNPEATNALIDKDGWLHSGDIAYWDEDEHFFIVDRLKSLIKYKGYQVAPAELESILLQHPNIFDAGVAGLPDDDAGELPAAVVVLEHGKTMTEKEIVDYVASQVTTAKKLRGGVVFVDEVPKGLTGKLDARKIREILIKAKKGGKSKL
APP 5'UTR act: activators of APP 5'UTR luciferase reporter, primary screen, SH-SY5Y cells. SH-SY5Y APP 5'UTR luciferase reporter, luminescence; zero percent = DMSO vehicle wells. activation, % at 2 µM. actives 1% (n = 190,000). AID 1276, 2008;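 active = activation above a set limit, based on mean plus 3 SD of controls, cut at about 140% in these data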; note: values of inactives mirror those of a sister screen read the other way
G6PDH CS: L. mesenteroides G6PDH inhibitors, counter-screen for G6PDH-coupled screening assays, biochemical, Leuconostoc mesenteroides enzyme; Purified L. mesenteroides G6PDH, diaphorase/resazurin coupled fluorescence, 45 min; actives 0.12% (n = 200,000); glucose-6-phosphate dehydrogenase [Leuconostoc mesenteroides]; AID 1020, 2008; inhibition, % at 5 µM; in the data active = inhibition above about 50%
FLuc act counter: FLuc activators, initial screening, artefact control for FLuc-dependent activation tests, biochemical, ATPlite luminescence. Luciferin 4-monooxygenase (Photinus pyralis), P08659. ATPlite luciferase biochemical, 10 min; 0 = ATP-free wells, 1 = DMSO control. activation factor at 10 µM. 200,000 tested, under 10 active. AID 1027, 2008;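 active = luciferase activation factor, scaled between plate controls, of at least 2 with compound at 10 µM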
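System: cell-free luciferase reagent; medium: PBS as buffer for the ATP substrate; doses: test compounds dosed from 2 mM stocks in 100% DMSO; incubation: 10 min, room temperature; measured by: luminescence from luciferase reaction; read-out: luciferase activation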
STAT1 act: STAT1 signaling activators, primary screen, cell-based, HTS, luciferase reporter | AID 932, 2007 | activation (% of control), % at 5.5 µM | NIH 3T3 STAT1-luciferase reporter, IFN-gamma, luminescence; 100% = IFN-gamma alone, no compound | actives 2.6% (n = 200,000);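 active = activation above the screen-wide mean activation plus 3 SD, cut at about 130% in these data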;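 note: raw ratio to IFN-gamma control signal so 100% means no change and 0% no light; values of inactives mirror those of a sister screen read the other way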
Diaphorase act: compounds boosting diaphorase resazurin reduction – biochemical, uHTS, resorufin fluorescence, counter-screen for diaphorase-coupled primary assays, primary screen; actives 0.005% (n = 190,000); activation factor at 20 µM; Diaphorase/resazurin coupled assay, 16 min; active compounds read high; 1 = vehicle wells, 0 = NADH-free wells;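 active = diaphorase activity raised at least twofold by the compound at 20 µM; inactive = activation factor below 2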
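Material: purified diaphorase enzyme from Clostridium kluyveri; Also added: 0.114 mM NADH and 0.1 mM resazurin, final amounts; Doses: single compound dose of 20 µM, 1% DMSO final; Times: 16 min enzyme reaction, ambient temperature; Detection: resorufin fluorescence, excitation 544 nm, emission 590 nm; Measure: increased resorufin signal from activators or reducing compounds.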
APP 5UTR inh: inhibitors of APP translation via 5'UTR reporter, primary screen, APP 5'UTR luciferase, SH-SY5Y cells. SH-SY5Y APP 5'UTR-luciferase reporter, luminescence. inhibition, % at 2 µM. actives 0.82% (n = 190,000). AID 1285, 2008;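 active = inhibition above a set limit, derived from the sample mean plus 3 SD, cut at about 45% in these data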; note: values of inactives mirror those of a sister screen read the other way
NF-kB neuron act: activators of NF-kB expression in neurons, primary screen, cell-based, HTS; human neuronal cells, NF-kB reporter expression; active compounds read high; fold change at 12.5 µM; actives 1.6% (n = 190,000); in the data active = fold change above about 3.3
TLR4-MyD88 BLA: inhibitors of TLR4-MyD88 association in cells, primary screen, cell-based, HeLa CL3-4, BLA complementation, FRET ratio | AID 861, 2007 | inhibition, % at 8.4 µM | HeLa CL3-4 TLR4/MyD88 BLA complementation | Toll-like receptor 4 (Homo sapiens) + Myeloid differentiation primary response protein … | actives 0.18% (n = 200,000); in the data active = inhibition above about 25%;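 note: 0% = vehicle and 100% = reference inhibitor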
Diaphorase inh: diaphorase inhibitors and chemical oxidizers, primary screen, counter-screen for diaphorase-coupled primary assays, biochemical, uHTS, resorufin fluorescence | diaphorase resazurin-to-resorufin fluorescence, NADH, 16 min; bacterial (C. kluyveri) enzyme, not human | inhibition, % at 20 µM | actives 0.69% (n = 190,000) | AID 1217, 2008;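 active = primary screen inhibition at 20 µM above a set limit, cut at about 50% in these data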;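 note: plate controls were DMSO with full reaction for no effect and wells lacking NADH for full effect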
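Assay system: diaphorase enzyme from Clostridium kluyveri. Quantity: enzyme working solution with 0.14 U/mL diaphorase. Schedule: reaction incubation of 16 min at room temperature. Technique: resorufin fluorescence, excitation 544 nm, emission 590 nm. Controls: No-NADH positive control and DMSO neutral control.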
Starred values were filed as active, the others as inactive; . = no result given. An unsorted share of the library; any-hit rate near 5.6%.

#1 CCOc1ccc(NC(=O)CCC(=O)NNC(=O)Nc2cccc(Cl)c2)cc1
#2 Cc1ccc2c(c1)C(O)(CC(=O)c1ccc3c(c1)OCO3)C(=O)N2 (stereo not drawn)
#3 COc1ccc(S(=O)(=O)N(CCc2ccccc2)CC(N)=O)cc1
#4 CCOC(=O)c1sc(-c2ccccn2)nc1C
#5 Cn1c(SCc2ccccc2Cl)nnc1-c1cnccn1
compound no.,1,2,3,4,5
FLuc inh counter,-3.2,-4.1,2.6,12.1,-3.1
APP 5'UTR act,5.7,7.1,2.2,67.0,63.6
G6PDH CS,3.2,2.1,-1.4,5.1,12.0
FLuc act counter,1,1,1,0.9,1
STAT1 act,103.0,97.3,97.8,127.6,127.8
Diaphorase act,1,1,0.9,1,1
APP 5UTR inh,-5.7,-7.1,-2.2,-67.0,-63.6
NF-kB neuron act,0.93,1.34,1.51,1.96,1.96
TLR4-MyD88 BLA,-4.8,-11.2,7.6,10.7,0.9
Diaphorase inh,4.3,-4.1,8.7,3.9,3.4

Of the compounds above, 3 contain sulfur:
#3 COc1ccc(S(=O)(=O)N(CCc2ccccc2)CC(N)=O)cc1
#4 CCOC(=O)c1sc(-c2ccccn2)nc1C
#5 Cn1c(SCc2ccccc2Cl)nnc1-c1cnccn1
compound no.,3,4,5
FLuc inh counter,2.6,12.1,-3.1
APP 5'UTR act,2.2,67.0,63.6
G6PDH CS,-1.4,5.1,12.0
FLuc act counter,1,0.9,1
STAT1 act,97.8,127.6,127.8
Diaphorase act,0.9,1,1
APP 5UTR inh,-2.2,-67.0,-63.6
NF-kB neuron act,1.51,1.96,1.96
TLR4-MyD88 BLA,7.6,10.7,0.9
Diaphorase inh,8.7,3.9,3.4

Additional compounds
#6 C=CCSc1nc2sc3c(c2c(=O)n1CC)CCc1ccccc1-3
#7 Cc1ccc(NC(=O)C2CC=CCC2C(=O)N2CCCCC2)cc1 (stereo not drawn)
#8 COCC(=O)Oc1c(S(=O)(=O)c2ccc(C)cc2)c(C)nn1-c1ccccc1
#9 CCOCCCNC(=O)Cn1cc2c(n1)CCCC2
#10 CC(/C=N/Nc1nnc2c(n1)[nH]c1ccccc12)=C\c1ccco1
compound no.,6,7,8,9,10
FLuc inh counter,-0.4,-4.3,-5.7,-3.6,10.4
APP 5'UTR act,0.1,-0.8,15.0,-18.6,.
G6PDH CS,6.6,23.6,-0.3,14.6,1.1
FLuc act counter,1,1,1.1,1,0.9
STAT1 act,113.9,93.0,95.8,95.2,115.6
Diaphorase act,0.8,1,0.8,0.9,1.1
APP 5UTR inh,-0.1,0.8,-15.0,18.6,.
NF-kB neuron act,1.27,0.96,1.17,0.99,1.23
TLR4-MyD88 BLA,0.5,24.3,7.8,-4.9,-6.5
Diaphorase inh,20.9,0.2,18.6,6.2,-5.4

An excerpt of these results, with each value named:
6) C=CCSc1nc2sc3c(c2c(=O)n1CC)CCc1ccccc1-3
  FLuc inh counter: -0.4; APP 5'UTR act: 0.1; G6PDH CS: 6.6; FLuc act counter: 1; STAT1 act: 113.9; Diaphorase act: 0.8; APP 5UTR inh: -0.1; NF-kB neuron act: 1.27; TLR4-MyD88 BLA: 0.5; Diaphorase inh: 20.9

4) CCOC(=O)c1sc(-c2ccccn2)nc1C
  FLuc inh counter: 12.1; APP 5'UTR act: 67.0; G6PDH CS: 5.1; FLuc act counter: 0.9; STAT1 act: 127.6; Diaphorase act: 1; APP 5UTR inh: -67.0; NF-kB neuron act: 1.96; TLR4-MyD88 BLA: 10.7; Diaphorase inh: 3.9

(further entries)
#11 C=Cn1c(N2CCOCC2)nc2c1c(=O)[nH]c(=O)n2C
#12 CCOC(=O)C1CCCCN1Cc1cccc(F)c1 (stereo not drawn)
#13 CCOc1ccc(C2/C(=C(/O)c3ccccc3)C(=O)C(=O)N2CCCN(C)C)cc1OC (stereo not drawn)
#14 CCOC(=O)C1=NOC(Cn2cc(C(C)=O)c(=O)[nH]c2=O)C1 (stereo not drawn)
#15 Cn1c(C(=O)N2CCN(Cc3ccc4c(c3)OCO4)CC2)cc2sccc21
compound no.,11,12,13,14,15
FLuc inh counter,-2.7,-3.5,.,0.3,-10.2
APP 5'UTR act,-12.4,-8.6,16.9,-3.6,10.3
G6PDH CS,-7.9,0.8,.,3.4,9.0
FLuc act counter,1,1,.,1,1.1
STAT1 act,92.7,102.3,100.2,109.1,107.6
Diaphorase act,0.9,1,.,1,0.8
APP 5UTR inh,12.4,8.6,-16.9,3.6,-10.3
NF-kB neuron act,1.15,1,.,0.94,0.94
TLR4-MyD88 BLA,11.5,0.4,3.4,15.1,5.2
Diaphorase inh,13.1,-1.2,.,2.6,15.8

#16 CCCCNC(=O)CN(c1cc(C(F)(F)F)ccc1Cl)S(C)(=O)=O
#17 Fc1cccc(-c2nnn3c2nc(Cl)c2ccccc23)c1
#18 O=C(Nc1ccc(Cl)cc1)N(Cc1cccnc1)Cc1ccco1
#19 CCc1cc2cc(C)ccc2nc1SCC(=O)N1CCN(C(=O)c2ccco2)CC1
#20 O=C1CC(Nc2ccc(N3CCOCC3)cc2)C(=O)N1c1ccccc1F (stereo not drawn)
compound no.,16,17,18,19,20
FLuc inh counter,-3.4,15.0,-8.2,-5.7,1.9
APP 5'UTR act,-2.9,19.8,11.8,4.8,1.9
G6PDH CS,17.3,1.5,-5.0,-0.6,6.9
FLuc act counter,1,0.8,1.1,1.1,1
STAT1 act,100.1,107.4,91.5,98.7,98.4
Diaphorase act,0.9,0.9,0.9,0.8,1
APP 5UTR inh,2.9,-19.8,-11.8,-4.8,-1.9
NF-kB neuron act,1.08,0.76,1.18,0.93,1.27
TLR4-MyD88 BLA,1.0,34.6*,-13.6,7.3,-6.4
Diaphorase inh,12.2,11.6,7.3,24.4,-1.1

Brought forward from above: 3 compounds, then new ones.
#18 O=C(Nc1ccc(Cl)cc1)N(Cc1cccnc1)Cc1ccco1
#19 CCc1cc2cc(C)ccc2nc1SCC(=O)N1CCN(C(=O)c2ccco2)CC1
#20 O=C1CC(Nc2ccc(N3CCOCC3)cc2)C(=O)N1c1ccccc1F (stereo not drawn)
#21 CC(=O)C1=C(O)C(=O)N(c2ccc(Br)cn2)C1c1ccccc1F (stereo not drawn)
#22 O=C(COc1ccccc1)NCc1nnc2c3ccccc3c(-c3ccccc3)nn12
#23 O=S(=O)(O)c1nc2ccccc2n1Cc1ccc(Cl)cc1Cl
#24 Cc1ccc(S(=O)(=O)Nc2ccc(Cl)cc2)cc1NC(=O)Cn1cnc2c1c(=O)n(C)c(=O)n2C
compound no.,18,19,20,21,22,23,24
FLuc inh counter,-8.2,-5.7,1.9,-5.1,-5.0,-5.5,-9.1
APP 5'UTR act,11.8,4.8,1.9,100.7,8.9,-4.1,14.3
G6PDH CS,-5.0,-0.6,6.9,1.6,-19.2,3.4,8.4
FLuc act counter,1.1,1.1,1,1.1,1.1,1.1,1.1
STAT1 act,91.5,98.7,98.4,101.3,103.1,95.7,104.5
Diaphorase act,0.9,0.8,1,0.7,0.9,0.8,0.8
APP 5UTR inh,-11.8,-4.8,-1.9,-100.7,-8.9,4.1,-14.3
NF-kB neuron act,1.18,0.93,1.27,1.11,0.93,0.99,1.29
TLR4-MyD88 BLA,-13.6,7.3,-6.4,-4.7,2.3,-6.5,-7.0
Diaphorase inh,7.3,24.4,-1.1,31.5,13.0,17.7,15.7
